NCI-60 one-dose screen, 48 h, at 10 µM unless noted. Numbers give growth in % (100 = growth as untreated, 0 = no growth, -100 = all killed).
MOLT-4 = MOLT-4 leukemia cells. 80,000 compounds, 6.9% hits. AID 1794779
RPMI-8226 = RPMI-8226 leukemia cells | 77,000 compounds, 7.5% hits | AID 1794781
MCF7 = MCF7 breast cancer. 82,000 compounds, 6.3% hits
MDA-MB-231 = MDA-MB-231 breast cancer; 81,000 compounds, 5% hits; AID 1794789
MDA-MB-468 = MDA-MB-468 breast cancer; 78,000 compounds, 8.5% hits
SR = SR leukemia cells; 73,000 compounds, 8.7% hits; AID 1794780
K-562 = K-562 leukemia; AID 1794777; 78,000 compounds, 7.4% hits
MDA-MB-435 = MDA-MB-435 melanoma; 82,000 compounds, 7.8% hits; AID 1794794
Numbers without * were called inactive; · = no result given; & = joins results of further samples; [ ] = remark or other dose. Rule for the calls: active = growth percent below 10; inactive = the rest.

Sample of the layout, 3 compounds:
SMILES	MOLT-4	RPMI-8226	MCF7	MDA-MB-231	MDA-MB-468	SR	K-562	MDA-MB-435
COc1cc(C2=Nc3c/c(=C\c4c(O)[nH]c5ccc(Cl)cc45)ccc3=N2)cc(OC)c1OC	10	16	-42*	2.4*	·	-18*	17	-66*
CC1CN(CCO)C(C)CN1 (stereo not given)	74	102	87	104	99	104	94	104
N#Cc1c(NC(=O)NCc2ccccc2)sc2c1CCCCC2	18	15	19	11	-26*	29	13	-40*

Results, from the first entry:
SMILES	MOLT-4	RPMI-8226	MCF7	MDA-MB-231	MDA-MB-468	SR	K-562	MDA-MB-435
COc1cc(C2=Nc3c/c(=C\c4c(O)[nH]c5ccc(Cl)cc45)ccc3=N2)cc(OC)c1OC	10	16	-42*	2.4*	·	-18*	17	-66*
CC1CN(CCO)C(C)CN1 (stereo not given)	74	102	87	104	99	104	94	104
N#Cc1c(NC(=O)NCc2ccccc2)sc2c1CCCCC2	18	15	19	11	-26*	29	13	-40*
CCCn1nc(C(=O)N2CCCCC2)c2c1CCC(NCCc1ccncc1)C2 (stereo not given)	99	115	89	98	96	109	117	105
CCCNC1(C(N)=O)CCN(Cc2ccccc2)CC1	72	124	103	130	120	118	72	107
Cc1[nH]c2ccccc2c1C(=O)C(N)=O	105	96	103	117	103	103	108	105
COc1cc(/C=C2\C(=O)OC[C@@H]2Cc2ccc3c(c2)OCO3)ccc1O	92	92	102	85	108	87	·	105
OC(CNc1cccc(Cl)c1)c1ccccc1 (stereo not given)	104	89	114	115	100	·	102	102
CC(=O)N(CC(O)CN(C(C)=O)c1c(I)c(C(=O)NCC(O)CO)c(I)c(C(=O)NCC(O)CO)c1I)c1c(I)c(C(=O)NCC(O)CO)c(I)c(C(=O)NCC(O)CO)c1I (stereo not given)	86	102	104	100	111	92	96	108
CCC(CC)C(=O)OCCCCOC(=O)C(CC)CC	92	106	92	109	98	97	105	106
N#Cc1nc(C#N)c(Sc2ccccc2)c(Sc2ccccc2)c1Sc1ccccc1	-19*	0.3*	-72*	-33*	-74*	·	-41*	-14*
C/C(CC(C)C)=N/O	88&89	99&107	96&100	101	112&96	86&98	108&94	101&114

The list continues:
SMILES	MOLT-4	RPMI-8226	MCF7	MDA-MB-231	MDA-MB-468	SR	K-562	MDA-MB-435
CC(=O)S	99	99	96	119	97	100	96	101
COc1ccc2c(c1)OC13Oc4cc(OC)ccc4C=C1CCCC3=C2	-3.6*	-21*	8.6*	32	56	4.9*	23	-10*
CCN1CCC(O)(C(C(=O)OC)c2ccccc2)CC1 (stereo not given)	99	105	101	106	102	98	111	111
Fc1cccc(CN2CCN(c3nc(NCCN4CCOCC4)ncc3Br)CC2)c1	93	92	87	85	87	93	86	97
O=C(CCCl)OCc1ccc([N+](=O)[O-])o1	101	99	95	112	113	97	100	118
COc1cccc(-c2cc(-c3cccs3)c(C#N)c(=O)[nH]2)c1	107	98	94	106	107	105	102	103
Cc1nc2ncccc2c(=O)n1-c1ccc(S(=O)(=O)N=C(N)N)cc1	111	113	100	94	92	102	97	110
CCC(C)Cn1cnc2c(SCc3ccccc3F)nc(N)nc21 (stereo not given)	108	68	102	91	94	87	·	90
O=c1[nH]c2ccc(Oc3ncccn3)cc2c(=O)n1Cc1cccc(NC(=S)Nc2c(Cl)cccc2Cl)c1	100[8.75 µM]	93[8.75 µM]	86[8.75 µM]	70[8.75 µM]	94[8.75 µM]	104[8.75 µM]	91[8.75 µM]	95[8.75 µM]
CCC(=O)C(=O)c1ccccc1	100	100	99	·	105	104	99	104
Cn1cc(-c2cc(N)n3nc(-c4cn(C)c5ccc(Cl)cc45)cc3n2)c2cc(Cl)ccc21	51	89	17	71	96	5.7*	27	16
Cc1cccc(CO)c1	106	114	97	104	107	109	98	108

(more compounds)
SMILES	MOLT-4	RPMI-8226	MCF7	MDA-MB-231	MDA-MB-468	SR	K-562	MDA-MB-435
O=C(Nc1nc2ccc([N+](=O)[O-])cc2s1)Nc1ccccc1F	16	-19*	-0.5*	4.6*	-15*	15	7.7*	13
Cc1ccc(S(=O)(=O)NCCCNc2nccc(-c3c(-c4ccc(F)cc4)nc4sccn34)n2)cc1	55	62	43	99	64	39	37	40
Brc1cccc[n+]1-c1cccc(-c2cccc(-[n+]3ccccc3Br)c2)c1	102	104	95	100	96	·	104	96
COc1cc2ncnc(Nc3ccc(S(=O)(=O)Nc4nccs4)cc3)c2cc1OCCCN1CCCCC1	99	109	98	103	98	107	106	104
CC(C)C[C@H](NC(=O)Cn1ccc2ccccc2c1=O)B(O)O	9.9*	12	31	88	0.4*	9.8*	64	3.4*
COC(=O)c1ccccc1C(=O)c1ccc(OC)cc1	97	106	100	103	94	106	98	105
CCOC(=O)c1nn(-c2ccccc2)c(=O)c2c(N)c(C(=O)OC)c(C(=O)OC)cc12	105	102	89	86	103	111	99	99
COc1ncnc2c(CN3CCN(c4ccccc4)CC3)c[nH]c12	101	94	100	104	102	96	95	96
Cn1ccc(=O)n(C)c1=O	99	105	114	125	99	109	105	102
COc1nc2ccccc2s1	103	92	88	115	113	·	102	105
O=C(O)c1cn(C2CC2)c2cc(N3CCN(C(=O)CCCN4C(=O)S/C(=C/c5ccccc5)C4=O)CC3)c(F)cc2c1=O	87	89	44	75	87	70	78	92
OCCN(CCO)c1ncnc2nc[nH]c12	104	107	100	104	104	101	101	104

Full records, looked up by structure.
CC(C)C[C@H](NC(=O)Cn1ccc2ccccc2c1=O)B(O)O is listed as MOLT-4 = 9.9*; RPMI-8226 = 12; MCF7 = 31; MDA-MB-231 = 88; MDA-MB-468 = 0.4*; SR = 9.8*; K-562 = 64; MDA-MB-435 = 3.4*
COc1ncnc2c(CN3CCN(c4ccccc4)CC3)c[nH]c12 is listed as MOLT-4 = 101; RPMI-8226 = 94; MCF7 = 100; MDA-MB-231 = 104; MDA-MB-468 = 102; SR = 96; K-562 = 95; MDA-MB-435 = 96

Continuation.
SMILES	MOLT-4	RPMI-8226	MCF7	MDA-MB-231	MDA-MB-468	SR	K-562	MDA-MB-435
NS(=O)(=O)c1ccc(C(=O)N2N=C(c3ccccc3)CC2c2ccc(F)cc2)cc1 (stereo not given)	98	90	91	92	96	93	94	102
Nc1c2c(nc3ccc(F)cc13)CC(c1ccccc1)CC2=O (stereo not given)	95	89	63	98	83	54	61	66
CC(=O)N[C@H](C(=O)N[C@H](Cc1ccccc1)C(=O)N[C@H](CS)C(=O)N[C@H](CCCN=C(N)N)C(=O)N[C@H](CCCN=C(N)N)C(=O)N[C@H](CCCN=C(N)N)C(=O)N[C@H](CCCN=C(N)N)C(=O)N[C@H](CCCN=C(N)N)C(N)=O)[C@@H](C)O	115	106	102	95	102	106	111	104
O=C(C[n+]1cccc2ccccc21)c1cccs1	84	96	92	99	98	101	93	108
O=c1[nH]c(=O)c2cc(Sc3ccc(F)cc3)ccc2[nH]1	94	90	97	103	92	85	97	112
COc1ccc(N=NC(C#N)C(N)=O)cc1 (stereo not given)	103	106	74	89	96	94	98	105
COc1cc(C)c(C(=O)Oc2cc(C)c(C(=O)O)c(O)c2)c(O)c1	107	78	90	107	107	98	112	102
CC(=O)CC(=O)Nc1cccc(Cl)c1	103	111	93	113	98	·	99	97
C=C1C(=O)O[C@H]2[C@H]1CC/C(COC(=O)/C=C\C(=O)NCc1ccc(Cn3c(=O)sn(CCCCl)c3=O)cc1)=C\CC[C@@]1(C)O[C@@H]21	61	45	42	72	40	66	27	53
CCOC(=O)c1cc(/C=C/c2cccc(Cl)c2)on1	100	4.2*	14	·	60	·	32	83
O=C1C2=C(C(=O)c3ccccc31)C(O)(S(=O)(=O)O)C(O)(S(=O)(=O)O)C1N=CC=CC21 (stereo not given)	48&26	45&23	25&29	48&58	18	61&13	40&13	39&44
CSc1nnc2cc(C)nc(SCc3ccccc3)n12	87	67	56	73	78	43	64	77

Following part.
SMILES	MOLT-4	RPMI-8226	MCF7	MDA-MB-231	MDA-MB-468	SR	K-562	MDA-MB-435
Cc1ccc(C2=NNC(c3sc(Cl)nc3Cl)C2)cc1 (stereo not given)	8.3*	98	66	92	93	3.2*	12	104
O=C(CCc1ccc(O)cc1)c1c(O)cc(O)cc1OC1OC(CO)C(O)C(O)C1O (stereo not given)	101	110	107	93	104	99	112	106
CCOC(=O)C(CO)NC(=O)C1(NC(C)=O)CCCC1 (stereo not given)	92	92	97	100	112	100	105	106
COC(=O)C1NC(=S)N(c2ccccc2C)C1/C=C/c1ccccc1 (stereo not given)	99	94	95	107	111	·	101	97
CN/C(=C\[N+](=O)[O-])NCCSCc1ccc(CN(C)C)o1	100	105	97	101	105	94	90	98
COc1cc(C2CC(c3ccc(S(=O)(=O)NCCNc4nc(Nc5ccc(F)cc5)nc(N(C)C)n4)cc3)=Nc3c(N)nc(N)nc3N2)cc(OC)c1OC (stereo not given)	34	25	51	44	0.3*	36	47	87
CC(c1ccccc1)C(C)(C#N)c1ccccc1 (stereo not given)	104	145	100	97	107	104	104	102
CC(C)/C=N\O	106	111	109	124	106	97	94	115
CC(COc1cc(Cl)c(Cl)cc1Cl)OC(=O)C(C)Oc1cc(Cl)c(Cl)cc1Cl (stereo not given)	91	96	95	115	88	114	106	104
C=CCOC(=O)C1=C(C)NC2=C(C(=O)CCC2)C1c1ccc(O)cc1 (stereo not given)	95	109	95	103	103	97	95	104
CCCC(C)NC(=O)c1ccc(OCC)cc1 (stereo not given)	118	105	100	102	99	110	120	107
Cc1cc(NS(=O)(=O)c2ccc(N3C(=O)/C(=C/c4coc5ccccc5c4=O)N=C3c3ccccc3)cc2)no1	102	98	95	103	97	100	111	99

New compounds follow:
SMILES	MOLT-4	RPMI-8226	MCF7	MDA-MB-231	MDA-MB-468	SR	K-562	MDA-MB-435
NC(=O)NC(=O)/C=C/C(=O)O	98	103	99	112	92	93	109	104
OC(c1ccccc1)(c1ccccc1)C1CC1	95	102	105	104	·	·	105	106
CC[C@@]1(O)C(=O)OCc2c1cc1n(c2=O)Cc2cc3c(CN(C)C)c(O)ccc3nc2-1	-19*	-28*	5.2*	48&36	-58*	-5.5*	-23*	-55*
O=C(Cn1c(=O)sc2nc3ccccc3nc21)Nc1ncc(Cc2ccc(F)cc2)s1	96	88	86	89	111	97	97	98
O=C(Nc1ccccc1-c1ccccc1)c1ccc(Cl)cc1Cl	80	85	99	86	·	·	86	106
Cn1c(=O)c2[nH]c(CCC(=O)O)nc2n(C)c1=O	106	107	97	106	112	100	96	106
NS(=O)(=O)c1ccc(Nc2nc(N/N=C/C=C/c3ccccc3)nc(Nc3ccccc3)n2)cc1	12	29	16	48	16	15	27	52
CC(=O)OCC(=O)[C@@]1(O)[C@H](C)C[C@H]2[C@@H]3C=C(C)C4=Cc5c(cnn5-c5ccc(F)cc5)C[C@]4(C)[C@H]3[C@@H](O)C[C@@]21C	1.2*	-17*	19	53	-23*	0.1*	13	23
O=[N+]([O-])c1ccc2nc3c4ccccc4c4ccccc4c3nc2c1	90	59	65	70	75	57	67	95
CC[C@]12C=CCN3CC[C@]4(C(=C(C(=O)OC)C1)Nc1cc5c(cc14)[C@@H]1[C@H](O5)[C@@H](O)[C@@]4(CC)CC(C(=O)OC)=C5Nc6cc(OC)ccc6[C@@]56CCN1[C@@H]46)[C@@H]32	·	-23*	6.0*	20	-37*	5.6*	9.4*	-12*
COc1cccc(-c2nn(-c3ccccc3)cc2-c2ccnc(N3CCN(C(=O)Nc4ccc(Cl)c(Cl)c4)CC3)c2)c1	64	76	73	84	56	57	62	48
COC[C@H](C)n1c(C2CCOCC2)nc2cnc3cc(-c4c(C)noc4C)c(OC)cc3c21	42	24	22	55	54	33	39	45

Continued.
SMILES	MOLT-4	RPMI-8226	MCF7	MDA-MB-231	MDA-MB-468	SR	K-562	MDA-MB-435
COc1cc(Cn2c(SCC(=O)Nc3ccc(S(N)(=O)=O)cc3)nc3ccccc3c2=O)cc(OC)c1OC	89	94	91	82	85	89	80	99
ClC(Cl)(Cl)C1OCCO1	100	99	100	104	103	91	107	100
O=C(c1ccc(O)c(Br)c1)N1Cc2ccccc2C1	94	98	91	106	108	101	99	111
COc1cc(C2CC(c3cccc(Br)c3)=NN2)cc(OC)c1OC (stereo not given)	66	55	90	90	114	91	110	93
Cc1cc(Cc2ccc(Cl)cc2)ccc1OC(=O)c1ccc(Cl)cc1	73	85	100	88	115	·	96	93
COc1cc(-c2nc3ccc([N+](=O)[O-])cc3[nH]2)ccc1OCC(=O)NN	82	98	89	82	87	89	56	87
COc1cc2c3c(c(=O)oc2cc1OS(=O)(=O)c1ccc(C(F)(F)F)cc1)CCCCC3	96	85	90	69	67	59	97	92
Cc1cc(N)nc2ccccc12	103	102	92	87	113	108	102	108
CC(=O)Oc1ccc(/C=C/C(=O)NC(Cc2ccccc2)C(=O)C(=O)NCc2ccccc2)cc1OC(C)=O (stereo not given)	77	102	98	84	100	103	101	100
CC(C)CNCC(=O)Nc1ccc(-c2ccc(NC(=O)CNCC(C)C)cc2)cc1	82	76	92	66	114	50	80	109
CCCn1cc(/C=C/C(=O)c2cc3ccccc3oc2=O)c2ccccc21	77	91	49	64	71	67	79	103
COc1ccc2oc(=O)cc(-c3nc4ccc(N)cc4[nH]3)c2c1	73	83	77	74	84	76	119	106

(cont.)
SMILES	MOLT-4	RPMI-8226	MCF7	MDA-MB-231	MDA-MB-468	SR	K-562	MDA-MB-435
COC(=O)[C@]1(C)N[C@H](c2cn(-c3ccccc3)nc2-c2ccccc2)[C@@H]2C(=O)N(c3ccc(C)cc3)C(=O)[C@@H]21	·	·	93	104	120	·	·	102
CCOC(=O)c1cc2c(n1Cc1ccccc1OC)-c1oncc1CCC2	28	15	14	53	7.1*	4.6*	10	-2.0*
FC(F)(F)c1ccc(Cn2cc(CSc3nc4ccccc4s3)nn2)cc1	98	97	93	99	99	96	97	101
CC(C)CC[n+]1cccc(C(N)=O)c1	103	108	91	110	99	116	115	103

Screening data deposited in PubChem by NCI.
